# ATG4B inhibitor = ATG4B protease inhibitors, primary screen, biochemical, fluorescence, uHTS; Cysteine protease ATG4B (Homo sapiens), Q9Y4P1; ATG4B cleavage of LC3-PLA2, NBD-HPC fluorescence, 1 h; inhibition, % at 8.33 µM; 0.51% of 340,000 active; in the data active = inhibition above about 40%
# GRIN3A LBD mod = binders of NR3A ligand-binding domain, primary screen, biophysical, differential scanning fluorimetry, uHTS. 2.5% of 340,000 active. NR3A LBD differential scanning fluorimetry, Tm shift; 0% = protein alone, 100% = glycine-bound protein. Tm shift relative to glycine control, % at 25 µM;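 active = melting temperature shift of at least 10% of the positive control shift, at one fixed dose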
# SENP7 inh = SENP7 protease inhibitors, primary screen, biochemical, luminescence, uHTS; recombinant SENP7, Z-RLRGG-aminoluciferin luminescence, 40 min; Sentrin-specific protease 7 (Homo sapiens), Q9BQF6; AID 434973, 2010; 1.5% of 330,000 active; inhibition, % at 5 µM;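 active = inhibition above about 50% at the single test dose, limit read from the data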;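 note: plate controls were DMSO with enzyme for no effect and no enzyme buffer wells for full effect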
# MPTP inh = mitochondrial permeability transition pore inhibitors, primary screen, biochemical, isolated mouse mitochondria, absorbance; AID 602449, 2012; 1.4% of 360,000 active; inhibition, % at 10 µM; Ca2+ swelling absorbance, 30 min;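 active = inhibition of 50% or more, scaled per plate between neutral and stimulator controls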;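 note: 0% = DMSO wells given calcium and 100% = 1 mM EGTA wells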
# SENP6 block = SENP6 protease inhibitors, primary screen, biochemical, luminescence, uHTS | Sentrin-specific protease 6 (Homo sapiens), Q9GZR1 | Recombinant SENP6 catalytic domain, aminoluciferin luminescence | inhibition, % at 10 µM | 1.8% of 330,000 active | AID 2599, 2010;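 active = inhibition above about 50% at the single tested dose, limit read from the data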;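 note: plate controls were DMSO wells with enzyme for no effect and DMSO wells lacking enzyme for full effect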
# SENP8 block = human SENP8 protease inhibitors, primary screen, biochemical, fluorescence, Nedd8 protein substrate, uHTS. AID 602440, 2012. 0.64% of 360,000 active. recombinant SENP8. inhibition, % at 20 µM. Sentrin-specific protease 8 (Homo sapiens), Q96LD8; in the data active = inhibition mostly above about 40%, no sharp cut-off; inactive = mostly below about 27%
# HKDC1 inhibitor = HKDC1 hexokinase inhibitors, primary screen, biochemical, fluorescence, uHTS. Q2TB90. recombinant HKDC1, G6PDH/diaphorase resazurin coupled fluorescence. inhibition, % at 20 µM. 0.16% of 340,000 active. AID 493160, 2011;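 active = inhibition above about 35% when tested at 20 µM, limit read from the data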;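 note: plate controls were DMSO wells with enzyme for no effect and DMSO wells lacking enzyme for full effect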
# Target sequence (Q2TB90 whole entry, looked up): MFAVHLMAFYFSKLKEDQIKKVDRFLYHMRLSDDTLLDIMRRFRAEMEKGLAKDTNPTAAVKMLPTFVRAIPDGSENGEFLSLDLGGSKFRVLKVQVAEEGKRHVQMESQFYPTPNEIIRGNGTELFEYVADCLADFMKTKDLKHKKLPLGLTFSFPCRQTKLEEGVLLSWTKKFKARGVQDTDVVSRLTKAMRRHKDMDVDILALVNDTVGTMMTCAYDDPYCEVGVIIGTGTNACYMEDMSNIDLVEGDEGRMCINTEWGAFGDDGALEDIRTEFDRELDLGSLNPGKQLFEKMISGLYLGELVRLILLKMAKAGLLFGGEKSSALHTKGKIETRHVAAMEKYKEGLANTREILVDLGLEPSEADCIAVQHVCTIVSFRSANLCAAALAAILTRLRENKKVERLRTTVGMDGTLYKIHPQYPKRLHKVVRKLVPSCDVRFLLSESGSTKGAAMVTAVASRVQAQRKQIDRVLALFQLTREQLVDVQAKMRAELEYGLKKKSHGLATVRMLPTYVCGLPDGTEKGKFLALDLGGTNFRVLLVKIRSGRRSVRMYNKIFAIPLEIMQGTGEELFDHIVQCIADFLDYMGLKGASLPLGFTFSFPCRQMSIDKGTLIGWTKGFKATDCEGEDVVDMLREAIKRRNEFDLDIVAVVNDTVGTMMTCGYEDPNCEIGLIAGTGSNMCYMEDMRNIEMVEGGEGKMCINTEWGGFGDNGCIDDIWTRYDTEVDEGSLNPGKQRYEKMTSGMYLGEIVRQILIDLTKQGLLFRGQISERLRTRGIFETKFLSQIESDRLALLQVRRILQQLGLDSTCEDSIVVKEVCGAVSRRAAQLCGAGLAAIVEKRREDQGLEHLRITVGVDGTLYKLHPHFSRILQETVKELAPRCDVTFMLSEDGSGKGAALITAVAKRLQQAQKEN
#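 test system = in-house recombinant HK5 (HKDC1) enzyme | amount = HKDC1 at 5 µg/mL | control set = DMSO-enzyme wells negative, buffer-substituted wells positive | compound = one dose of 20 µM, 1% DMSO | schedule = reaction time 90 min, room temperature, protected from light | technique = resorufin fluorescence at 613 nm | reagent = glucose with 1 mM ATP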
# PfG6PD inh = PfG6PD enzyme inhibitors, primary screen, biochemical, fluorescence intensity, uHTS; glucose-6-phosphate dehydrogenase-6-phosphogluconolactonase (Plasmodium falciparum 3D7); PfGluPho enzyme, NADPH resazurin-diaphorase fluorescence; inhibition, % at 20 µM; 0.78% of 350,000 active; AID 504690, 2011;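 active = inhibition reaching at least a set limit at 20 µM in the primary screen, cut at about 59% in these data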;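 note: 0% = DMSO wells with substrate and 100% = DMSO wells lacking glucose-6-phosphate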
# * = called active by the depositor; · = not tested or not shown.
cpd	molecule	ATG4B inhibitor	GRIN3A LBD mod	SENP7 inh	MPTP inh	SENP6 block	SENP8 block	HKDC1 inhibitor	PfG6PD inh
1	CCc1ccccc1-n1c(SCC(=O)N2CCCC2)nc2[nH]ncc2c1=O	0	2	0	-0.3	14	16	-13	8
2	Cc1cc(-c2ccc(Cl)cc2Cl)c(C#N)c(=O)[nH]1	-2	1	4	2.0	11	-409	-2	0
3	COc1ccc(NC(=O)CCOc2ccc(C)cc2)cc1S(=O)(=O)N1CCOCC1	-10	0	-6	-0.2	-4	0	1	1
4	COc1cccc(NC(=O)CN(C)C(=O)Cn2[nH]c(=O)c3ccccc3c2=O)c1	3	0	-3	0.0	5	12	-1	17
5	Cc1ccc(NS(=O)(=O)c2cc(OCC(N)=O)c(C)cc2Cl)cc1	8	-1	-6	1.2	3	13	-2	-3
6	CCOC(=O)c1cnc2c(ccc3ccccc32)c1NCCN(C)C	3	-1	1	-2.3	9	-311	3	23
7	COc1ccc(-n2c(C)cc(SC)c(C(C)=O)c2=S)cc1	-5	0	6	-0.2	0	15	-5	-7
8	COc1ccccc1CN(C)C(=O)c1ccc2c(c1)NC(=O)CS2	-1	2	9	-1.8	6	2	2	9
9	COc1ccc(C(C(=O)NC2CCCC2)N(C(=O)CNC(=O)c2ccco2)c2cccnc2)cc1 (stereo unspecified)	8	1	0	1.2	-4	15	0	-4
10	COc1ccccc1S(=O)(=O)Nc1cccc(-c2nnc3n2CCCCC3)c1	6	-2	-7	3.6	-12	14	-2	-12
11	COc1cccc(C(=O)OCC(=O)c2ccc(Br)s2)c1OC	-27	0	-5	0.6	-12	2	-3	6
12	CC[N+]1(CC)CC2=Cc3c(ccc4ccccc34)C(C)C2C1 (stereo unspecified)	-2	-3	-6	0.6	-2	-68	3	12
13	C#CCN1C(C)=C(C(=O)OC)C(c2cccc([N+](=O)[O-])c2)C(C(=O)OCC)=C1C (stereo unspecified)	-3	6	2	-0.8	-4	16	1	25
14	CCn1c(COc2ccc(=O)n(-c3ccccc3)n2)nnc1SCc1ccccc1C	-2	-3	0	8.2	13	2	5	10
15	CCN(CC)C(=O)CSc1nc2ccccc2c(=O)n1CCC(=O)NCCc1ccc(OC)c(OC)c1	2	-2	6	-0.5	3	4	-4	-3
16	FC(F)(F)c1cc(N2CCNCC2)c2ccccc2n1	-1	-1	0	-1.1	-8	8	-2	-5
17	C/C(=N\NC(=O)c1ccc(NS(=O)(=O)c2cccs2)cc1)c1ccc2c(c1)OCO2	-3	0	13	-4.8	-1	-44	3	-21
18	O=C(CSc1nnc(CNC(=O)c2ccccc2F)o1)NCCc1ccccc1	-13	1	-4	2.3	-15	22	3	-14
19	C[C@@H]1CN([C@@H](C)CO)C(=O)c2cc(N(C)C)ccc2O[C@@H]1CN(C)Cc1ccncc1	-8	-2	-4	0.5	0	-263	-10	15
20	O=C(NC1CC2CCCC(C1)N2S(=O)(=O)c1ccccc1)C1CCCCC1 (stereo unspecified)	-11	1	10	-0.6	1	11	-10	16
21	CCN1C(=O)CSc2ccc(C(=O)NCCCN3CCOCC3)cc21	2	4	0	-1.5	9	6	-9	-7
22	COc1ccc2nc(SCC(=O)N(C)CC(=O)Nc3ccc(F)cc3)[nH]c2c1	-11	0	9	-2.9	-2	12	-5	-9
23	CCC(C)NC(=O)CSc1nc2c(sc(=S)n2-c2cc(Cl)ccc2OC)c(=O)[nH]1 (stereo unspecified)	4	-24	0	0.7	6	18	0	-25
24	CCCn1nnnc1NC(=O)COc1ccc(Br)cc1	3	-1	-5	1.3	5	2	-5	-19
25	NNC(=O)c1ccc(COc2cccc3ccccc23)o1	-2	2	-5	6.5	-3	16	13	10
26	CN(Cc1ccccc1)C(=O)c1ccc(NC(=O)Cc2ccc(NC(=O)C3CCCN(S(=O)(=O)c4cccc([N+](=O)[O-])c4)C3)cc2)cc1 (stereo unspecified)	-9	9	·	-0.4	·	10	-5	-4
27	O=C(NCc1ccncc1)c1cc(S(=O)(=O)N2CCOCC2)c(Cl)cc1Cl	-10	2	-8	1.3	0	-2	-5	4
28	COc1cc(NC(=O)C2CC(c3c(F)cccc3Cl)=NO2)c(OC)cc1Cl (stereo unspecified)	24	1	10	5.4	-15	6	8	-19
29	Cc1ccc(NC(=S)N2CCC(NC(=O)c3cccc(F)c3)CC2)cc1	-4	-2	6	-1.3	-8	11	7	0
30	O=c1[nH]nc(Cc2ccccc2)c2ccccc12	-11	1	-3	0.4	6	22	-3	13
31	COc1cccc(C(=O)O[C@H]2[C@H](C)NS(=O)(=O)[C@H]3C[C@@H]4C=C[C@]23O4)c1	9	0	-2	-1.2	68*	8	-1	-19
32	CC(=O)c1c(N2CCOCC2)nc(=O)n(-c2ccccc2)c1C	-6	2	9	-0.4	-13	12	-8	-4
33	Cc1cccc(NC(=S)N2CCN(Cc3ccc4c(c3)OCO4)CC2)c1C	-6	-2	2	4.2	-6	-1	2	1
34	CC(C)Cn1cnc2c1c(=O)n(CC(=O)NN)c(=O)n2Cc1ccccc1	0	0	2	-0.1	5	6	-2	-13
35	Cc1ccc(Cn2nnc3c(=O)n(CC(=O)NCc4ccccc4)cnc32)cc1	-3	4	2	1.0	-2	4	-3	4
36	CCCn1nc2cc(C(=O)NCc3ccc(OC(F)(F)F)cc3)ccc2c1OCC	-1	-30	4	-1.8	-10	-492	1	20
37	Cc1cccc(N2CCN(C(=O)c3ccccc3OCc3c(C)noc3C)CC2)c1C	-4	-1	6	-0.1	-24	-6	-3	-3
38	COc1ccccc1Nc1ncc(C(=O)N2CCN(Cc3ccc(OC)c(OC)c3OC)CC2)c2ccccc12	-17	0	-2	-1.1	9	-161	1	1
39	COc1ccc(C)cc1NC(=O)C1CCCN(S(=O)(=O)c2cccc3cccnc23)C1 (stereo unspecified)	-13	-1	-4	-0.7	8	19	-5	11
40	O=C(CCCn1cnc([N+](=O)[O-])n1)Nc1cccc(Cl)c1Cl	-1	1	9	-16	2	18	-3	-4
41	Cc1nn(Cc2ccccc2)c(C)c1NC(=O)c1cc(-c2cccs2)on1	8	-1	1	4.4	3	2	-8	13
42	Cc1ccc(-n2nc3c(c2NC(=O)c2ccco2)CS(=O)(=O)C3)cc1C	1	5	-2	-0.5	2	-1	-2	-3
43	COc1cc(NC(=O)c2ccccc2F)c(OC)cc1NC(=O)CN1CCCCC1	8	0	-6	0.3	-17	2	7	-6
44	COc1ccc(-c2csc(Nc3ccc(S(=O)(=O)Nc4cc(C)on4)cc3)n2)cc1C	5	4	7	0.5	-11	-81	16	-16
45	CCc1nnc(NS(=O)(=O)c2ccc(NC(=O)c3cc(Cl)ccc3[N+](=O)[O-])cc2)s1	-1	-10	-4	0.0	1	10	-1	-26
46	CCOC(=O)/C(C#N)=C/N=c1ccc(C)cn1C	-8	3	-2	1.5	-3	-97	-2	6
47	CN(CC(=O)N1CCN(c2ccccc2F)CC1)S(=O)(=O)c1cnc[nH]1	-3	3	0	-1.1	-6	19	-8	8
48	O=C(Nc1nc2ccc([N+](=O)[O-])cc2s1)C1CCCO1 (stereo unspecified)	2	-1	-13	-0.3	2	12	-6	-19
49	O=C(Nc1ccccc1N1CCOCC1)c1ccc2c(c1)OCCO2	-2	-2	-11	0.4	8	1	-8	1
50	Cc1ccc(S(=O)(=O)N2CCOCC2)cc1NC(=O)CSc1nnc(C2CC2)n1C1CC1	-59	3	9	-0.6	1	11	-8	1
51	CC(C)C(=O)NC(=S)Nc1ccccn1	-5	0	-1	1.6	2	31	-3	-2
52	COc1ccc(C)cc1NC(=O)c1ccc(N(C)S(C)(=O)=O)cc1	-4	1	6	0.5	-9	9	-2	0
53	c1cncc(CNc2ncnc3ccc(-c4ccoc4)cc23)c1	8	1	2	-2.1	3	-367	3	-12
54	CCOc1cc(/C=N/n2cnnc2)ccc1O	4	-1	1	0.6	-4	-34	-2	-15
55	CC(C)(C)OC(=O)N[C@H]1C=C[C@@H](OC(=O)CC(=O)OCC(F)(F)F)C1	-4	-2	-4	-0.7	·	2	1	1
56	CCOc1ccc(-n2ccc(=O)c(C(=O)Nc3ccc(S(=O)(=O)Nc4nccs4)cc3)n2)cc1	11	-3	3	0.0	-10	-217	6	-31

# (further entries)
cpd	molecule	ATG4B inhibitor	GRIN3A LBD mod	SENP7 inh	MPTP inh	SENP6 block	SENP8 block	HKDC1 inhibitor	PfG6PD inh
57	O=C(CSc1nc2ccccc2c(=O)[nH]1)Nc1nc(-c2ccc(Br)cc2)cs1	-1	36*	-11	0.8	12	4	30	7
58	O=C(COC(=O)COc1ccc(Br)cc1)NNC(=O)c1ccccc1	-1	0	4	-0.8	7	21	-1	-12
59	Cc1cc2c(=O)n(Cc3ccco3)c(SCC(=O)c3ccc(Cl)s3)nc2s1	-6	4	0	-1.8	-8	10	17	10
60	Cn1c(=O)oc2cc(S(=O)(=O)N3CCN(c4ccccc4F)CC3)ccc21	2	12*	6	-0.1	9	4	-1	-11
61	CN(CC(=O)NC1CCCCC1)S(=O)(=O)c1cccc2cccnc12	-9	-1	-7	0.5	-19	5	-5	16
62	Cc1cccc(SCc2noc(C(=O)NC(C)C)c2C(=O)O)c1	-9	-2	-13	-0.1	-12	23	-7	-6
63	C/C(=N/O)c1ccc(Oc2cnccn2)cc1	2	0	-5	-0.7	-7	-1	-2	-6
64	O=C(Nc1ccc(Oc2cccnc2)cc1)C1CCN(Cc2ccc(F)cc2)CC1	6	2	-9	0.9	-13	10	0	0
65	Cc1[nH][nH]c(=O)c1N=Nc1ccccc1	-3	-1	-1	-1.4	-8	25	2	-12
66	Clc1ccccc1CSc1nc2ccncc2[nH]1	13	-2	2	0.0	11	16	-4	18
67	CCCc1cc(N2CCCC2)n2nc(C)c(-c3ccccc3)c2n1	9	3	0	33	-104	-313	2	-10
68	CCC(=O)Nc1nc(-c2ccccc2)nc(SC)c1C(C)=O	-3	2	5	-1.4	-2	9	6	-15
69	Cc1ccc(S(=O)(=O)N2CC(O)C[C@H]2C(=O)OCC(=O)Nc2ccc(N3CCCCC3)cc2)cc1C (stereo partly specified)	-8	-1	-9	-0.1	1	8	1	12
70	O=C(c1cccnc1Nc1ccc2c(c1)CCC2)N1CCOCC1	-1	2	3	-1.7	-3	16	-12	10
71	O=C(CCc1ccccc1)NNC(=O)Nc1ccccc1	-4	-1	0	0.2	-15	4	-12	15
72	CCCCNc1nnc(Cc2ccc(Cl)cc2)c(=O)[nH]1	4	-2	0	-0.1	-5	10	3	-11
73	CCN(CC)C(=O)N1CCc2ccccc2C1CN1C(=O)c2ccccc2C1=O (stereo unspecified)	-5	-2	4	-3.0	-3	31	-7	-9
74	CC(=O)c1nc2ccccc2n1S(=O)(=O)c1ccc(C)cc1	4	-2	-4	-2.0	3	-95	-1	-12
75	C=CCc1cccc(/C=N/n2c(C)nnc2C)c1O	5	-1	-6	0.5	-4	-10	-5	-21

# Screens from PubChem.
